Assay outcomes: PubChem BioAssay, several laboratories
UTI89 phage lysis: inhibition of K1F phage lysis, E. coli UTI89, bacterial capsule biogenesis inhibitors, alamar blue (AID 488966); 340,000 compounds, 0.02% hits; E. coli UTI89 K1F phage lysis, alamar blue, 2 h; higher % means a stronger effect; inhibition, % at 100 µM; hits with a dose series show IC50 in µM;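 active = phage lysis inhibition, versus mean bacterial control, above a set limit; inconclusive = no clear call, values can overlap the other calls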;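 also: capsule biogenesis inhibitors block K1F phage lysis so surviving cells raise fluorescence; higher fluorescence means more inhibition of phage lysis; actives were called in the ten point dose series up to 300 µM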
GPR55 LPI antagonism: GPR55 antagonists blocking LPI-driven arrestin recruitment, primary screen, imaging, U2OS, beta-arrestin-GFP, LPI agonist (AID 2013) | U2OS GPR55 beta-arrestin-GFP translocation imaging, LPI antagonism; higher % means a stronger effect | inhibition, % at 10 µM, or IC50 in µM where a hit was titrated | 290,000 compounds, 0.13% hits;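 active = spots per cell inhibited over 60%, with over 100 cells counted and total cytoplasm intensity under 500,000; inconclusive = wells with under 100 cells, flagged as likely toxic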;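 also: U2OS cells stably carrying GPR55 and arrestin-GFP stimulated by 5 µM LPI near EC80; imaged beta-arrestin-GFP aggregate spots per cell after agonist stimulation; plate controls were LPI-stimulated DMSO wells for no effect and DMSO wells without LPI for full effect; some results filed as inactive read as strong as hits; confirmed hits need IC50 under 10 µM and bright autofluorescent wells are also inconclusive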
GPR35 antagonists: GPR35 antagonists blocking zaprinast-driven arrestin recruitment, primary screen, imaging, U2OS, beta-arrestin-GFP, zaprinast agonist (AID 2058) | U2OS GPR35 beta-arrestin-GFP translocation imaging, zaprinast antagonism; higher % means a stronger effect | inhibition, % at 10 µM; hits with a dose series show IC50 in µM | 290,000 compounds, 0.052% hits;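 active = inhibition of at least 50% with at least 30 cells and total cytoplasm GFP at most 10,000,000; inconclusive = under 30 cells or total GFP of 10,000,000 plus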
RSV CPE inhibition: inhibition of RSV-induced cytopathic effect – HEp-2 cells, primary 10 µM value included (AID 2391) | HEp-2 cells, RSV-induced CPE inhibition; higher % means a stronger effect | CPE inhibition, % at 10 µM, or IC50 in µM where a hit was titrated | 310,000 compounds, 0.13% hits; in the data active = a potency from the dose series; inconclusive = CPE inhibition mostly from about 23% at the one dose, without a potency; inactive = the rest, 99 in 100 with CPE inhibition below about 21%; also: strong numbers were not always called active
SV40 large T antigen: TAg ATPase/helicase activity blockers – biochemical (AID 1903) | inhibition, % at 20 µM, or IC50 in µM where a hit was titrated | 310,000 compounds, 0.39% hits | SV40 large T antigen ATPase/helicase inhibition assay; higher % means a stronger effect; in the data active = a potency from the dose series; inconclusive = inhibition mostly from about 32% at the one dose, without a potency; inactive = the rest, 99 in 100 with inhibition below about 32%; also: strong numbers were not always called active
NS5 inhibitors: flavivirus cap methylation enzyme inhibition – biochemical, confirmation dose response, primary screen (AID 588689); Dengue-2 NS5 methyltransferase capping enzyme assay, biochemical; higher % means a stronger effect; inhibition, % at 25 µM; hits with a dose series show IC50 in µM; 340,000 compounds, 0.3% hits; in the data active = a potency from the dose series; inconclusive = inhibition above about 29% without an active follow-up result
HIV peptide binding: cell-free HIV fusion peptide-binding blockers – biochemical, uHTS, fluorescence dequenching, primary screen (AID 1986); 290,000 compounds, 0.3% hits; cell-free peptide binding, fluorescence dequenching, 30 min; higher % means a stronger effect; one-dose inhibition, % at 20 µM; IC50 in µM for titrated hits; in the data active = inhibition mostly above about 52%, no sharp cut-off; inactive = mostly below about 76%; also: some results filed as inactive read as strong as hits
Rac1 GTP hydrolysis: MgcRacGAP GTPase-activating activity inhibitors, confirmation, biochemical, ADP Hunter fluorescence. MgcRacGAP-stimulated Rac1 GTP hydrolysis, ADP Hunter fluorescence; higher % means a stronger effect; GST-tagged Rac1 F28L mutant substrate. one-dose inhibition, % at 30 µM; IC50 in µM for titrated hits. 340,000 compounds, 0.6% hits;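 active = first-screen hits whose inhibition reached a set limit at any dose in the follow-up dose series; inconclusive = inhibition above the set first-screen limit but never retested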;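 also: fluorescence reports GDP produced by GAP-driven GTP hydrolysis; strong numbers were not always called active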
Salmonella PhoP GFP: PhoP-dependent GFP reporter repression – Salmonella Typhimurium, primary screen (AID 1863); 300,000 compounds, 0.16% hits; inhibition, % at 50 µM; hits with a dose series show IC50 in µM; S. Typhimurium PhoP-regulated promoter GFP reporter, 4 h; higher % means a stronger effect;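 active = inhibition over 29.93%, a cutoff 3 SD above the screen mean, later confirmed by dose response; inconclusive = inhibition over 29.93% but no dose response follow-up; inactive = inhibition at most 29.93% or unconfirmed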;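 also: 0% = low Mg2+ inducing control and 100% = high Mg2+ repressing control; strong numbers were not always called active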
NS5 inhibitors pilot replicate: recorded beside NS5 inhibitors, whose call it bears; inhibition, %; measured here: pilot screen replicate inhibition
* = called active by the depositor; u = inconclusive; x = not tested or not shown; [ ] = another dose, or the depositor's remark.

The first 3 compounds as a preview:
SMILES	UTI89 phage lysis	GPR55 LPI antagonism	GPR35 antagonists	RSV CPE inhibition	SV40 large T antigen	NS5 inhibitors	HIV peptide binding	Rac1 GTP hydrolysis	Salmonella PhoP GFP	others
CC1=C(C(=O)Nc2ccc([N+](=O)[O-])cc2)C(c2cccc(C(F)(F)F)c2)NC(=S)N1c1ccccc1 (configuration not stated)	0.1%	11%	-13%	-2.8%	8%	-6%	-2.0%	6%	0%
COc1ccc(NC(=O)c2oc3ccccc3c2NC(=O)c2ccco2)cc1	6.0%	12%	-2%	2.3%	5%	-7%	-0.6%	11%	3%
CCN(CC(=O)NC(C)C)C(=O)c1ccc(S(=O)(=O)N(C)c2ccccc2OC)cc1	2.6%	-16%	19%	3.2%	7%	-3%	-0.1%	5%	2%

The whole of this part, repeating the preview:
SMILES	UTI89 phage lysis	GPR55 LPI antagonism	GPR35 antagonists	RSV CPE inhibition	SV40 large T antigen	NS5 inhibitors	HIV peptide binding	Rac1 GTP hydrolysis	Salmonella PhoP GFP	others
CC1=C(C(=O)Nc2ccc([N+](=O)[O-])cc2)C(c2cccc(C(F)(F)F)c2)NC(=S)N1c1ccccc1 (configuration not stated)	0.1%	11%	-13%	-2.8%	8%	-6%	-2.0%	6%	0%
COc1ccc(NC(=O)c2oc3ccccc3c2NC(=O)c2ccco2)cc1	6.0%	12%	-2%	2.3%	5%	-7%	-0.6%	11%	3%
CCN(CC(=O)NC(C)C)C(=O)c1ccc(S(=O)(=O)N(C)c2ccccc2OC)cc1	2.6%	-16%	19%	3.2%	7%	-3%	-0.1%	5%	2%
N/C(CCN1CCOCC1)=N/O	0.3%	6%	12%	3.4%	u	-5%	-0.4%	7%	-1%
COc1ccc(/C=C/C(=O)NC(=S)NCCc2ccc(OC)c(OC)c2)cc1	0.3%	x	-6%	2.5%	7%	-8%	0.0%	1%	22%
Cc1ccc(S(=O)(=O)Nc2nc3ccccc3nc2Nc2cccc(S(=O)(=O)N3CCCC3)c2)cc1	0.0%	23%	-38%	0.9%	8%	1%	72%*	6%	12%
Cc1snc2sc(C(=O)c3ccc(F)cc3)c(N)c12	0.5%	3%	10%	-0.7%	13%	-8%	-1.4%	8%	-8%
CCC(C)NC(=O)c1c(N)n(/N=C/c2cccs2)c2nc3ccccc3nc12 (configuration not stated)	x	18%	2%	x	3%	x	-0.9%	x	-13%
CCC(C)NC(=O)COC(=O)c1cc([N+](=O)[O-])ccc1Sc1nc(C)cs1 (configuration not stated)	-0.1%	5%	-8%	-0.2%	-15%	-5%	-2.0%	13%	19%
Cc1ccc(C(=O)NC(=S)Nc2ccccc2C)cc1	0.1%	-6%	6%	-1.1%	21%	x	-1.9%	8%	-12%
Cn1ccsc1=NC(=O)c1ccc(S(=O)(=O)C(F)F)cc1	0.2%	1%	-2%	1.0%	6%	-7%	2.0%	7%	6%
CCC(=O)Nc1ccc(C(=O)Nc2c[nH]c(=O)[nH]c2=O)cc1	1.0%	2%	-16%	2.0%	10%	10%	0.0%	5%	0%
Cc1cc(C(=O)COC(=O)c2cccnc2Cl)c(C)n1CC1CCCO1 (configuration not stated)	-0.5%	-33%	-5%	0.6%	10%	-11%	-2.1%	4%	5%
COc1ccc(C2N(c3ccccc3)C(=O)C2(F)F)cc1OC (configuration not stated)	0.2%	2%	-3%	-0.3%	12%	-9%	0.9%	x	-9%
Cc1cc(C(=O)CN2C(=O)NC3(CCC(C)CC3)C2=O)c(C)n1C (configuration not stated)	0.1%	3%	-1%	0.7%	5%	-11%	0.1%	4%	-8%
COc1ccc(OCCOC(=O)c2cccs2)cc1	-0.1%	-4%	5%	1.6%	-5%	2%	-2.6%	1%	9%
Cc1cc(NS(=O)(=O)c2ccc(Nc3nc(-c4sc(C)nc4C)cs3)cc2)no1	x	-6%	2%	x	-2%	x	1.3%	x	16%
O=C(O)c1cccc(S(=O)(=O)NCc2cccs2)c1	3.9%	4%	7%	2.0%	1%	-4%	0.3%	2%	6%
CCOC(=O)C1CCN(S(=O)(=O)c2ccc(OC)c(Cl)c2)CC1	0.1%	3%	-4%	2.8%	-12%	3%	-0.2%	-2%	-9%
CN1C2=C(C#N)C(c3ccccc3)(C(F)(F)F)NC(=O)N2c2ccccc21 (configuration not stated)	0.2%	-14%	-10%	1.0%	0%	-11%	1.3%	4%	7%	NS5 inhibitors pilot replicate=3.6
COc1c(C)cccc1C(=O)Nc1ccc(N2CCOCC2)c(Cl)c1	0.8%	6%	14%	4.6%	11%	-15%	-1.6%	5%	-4%
Cc1ccccc1OC(C)C(=O)Nc1ccc(S(=O)(=O)Nc2nccs2)cc1 (configuration not stated)	-0.6%	-1%	-4%	2.7%	3%	11%	6.6%	-3%	4%
CCN(CC)S(=O)(=O)c1ccc(N2CC(C(=O)N3CCOCC3)CC2=O)cc1 (configuration not stated)	0.7%[50 µM]	x	x	1.7%	x	3%	x	4%	x
CCN(CC)CCN1C(=O)C(=O)/C(=C(/O)c2ccc3c(c2)CC(C)O3)C1c1ccc(OC)cc1 (configuration not stated)	0.2%	8%	-5%	x	16%	0%	-2.2%	5%	-7%
O=C(O)COc1ccc2nsnc2c1Cl	-0.1%	5%	2%	2.3%	7%	-10%	-1.6%	7%	-4%
SMILES	UTI89 phage lysis	GPR55 LPI antagonism	GPR35 antagonists	RSV CPE inhibition	SV40 large T antigen	NS5 inhibitors	HIV peptide binding	Rac1 GTP hydrolysis	Salmonella PhoP GFP	others
Cc1ccc(Cl)c(OCC(=O)NCc2ccco2)c1	5.5%	-9%	-7%	1.4%	0%	0%	1.2%	5%	-7%
O=C(CSc1nc(=O)n2ccccc2n1)Nc1cccc2ccccc12	1.1%[50 µM]	x	x	2.1%	12%	3%	x	4%	8%
Cc1cc(/C=N\NC(=O)CC(=O)NC2CCCCC2)c(C)n1-c1ccc(Cl)cc1	3.2%	2%	1%	4.0%	10%	-2%	2.0%	5%	-1%
Cc1ccc(-c2nc3cc(Cl)ccc3o2)cc1	1.9%	7%	6%	2.9%	-2%	-6%	1.8%	8%	-1%
Cc1ccc(/C=C/C(=O)Nc2nn[nH]n2)o1	-0.3%	11%	6%	1.4%	-13%	24%	10%	13%	-6%
COc1cccc(CC(=O)OC(C)C(=O)Nc2ccc(Cl)cn2)c1 (configuration not stated)	0.4%[50 µM]	x	x	-2.2%	3%	-10%	x	5%	-9%
Cc1ccc(S(=O)(=O)NNC(=O)CC#N)cc1	-0.6%	7%	-9%	2.7%	16%	0%	0.1%	2%	-5%
CC(=O)c1cccc(NS(=O)(=O)N(C)C)c1	0.9%	-21%	1%	1.5%	2%	-6%	-0.2%	14%	7%
CCCOc1ccc(C2C(C(=O)c3ccco3)=C(O)C(=O)N2CCCn2ccnc2)cc1 (configuration not stated)	0.4%	-5%	16%	3.3%	2%	-4%	-1.7%	9%	-20%
COc1ccccc1NC(=O)/C(C#N)=C/C=C/c1ccco1	5.7%	-17%	-11%	0.7%	21%	5%	24%	4%	-8%
Cc1ccc2nc(-c3cc(N)cc(N)c3)oc2c1	0.1%	8%	8%	3.6%	14%	-2%	11%	2%	-9%
CCN(CC(=O)NCc1cccs1)C(=O)c1ccc(S(=O)(=O)Nc2cccc(C)c2C)cc1	2.0%[50 µM]	14%	5%	1.5%	9%	0%	2.8%	6%	-4%
CCOC(=O)C1(Cc2ccc(OC)cc2)CCN(C(=O)c2cc3ccccc3[nH]2)CC1	0.2%	6%	5%	7.7%	10%	-7%	-1.0%	10%	-4%
NS(=O)(=O)c1ccc(CNC(=O)c2ccccc2SCC(=O)N2CCCC2)cc1	1.4%[50 µM]	x	x	0.6%	-12%	6%	x	5%	2%
COc1cc(NC(=O)CN2CCN(Cc3ccc4c(c3)OCO4)CC2)cc(OC)c1	1.0%	13%	13%	2.4%	1%	1%	1.7%	23%	0%
COc1cccc(/C(O)=C2/C(=O)C(=O)N(Cc3cccnc3)C2c2ccco2)c1 (configuration not stated)	0.5%	5%	0%	1.6%	9%	6%	6.1%	6%	-3%
COC(=O)c1ccc2c(=O)n(CC3CCCO3)c(=S)[nH]c2c1 (configuration not stated)	2.2%	-4%	-16%	1.6%	4%	-4%	0.3%	1%	-3%
Cc1cc(C)c(Cn2ncn(-c3ccc(Br)cc3)c2=O)c(C)c1	-0.4%	2%	0%	-1.1%	3%	-5%	0.0%	4%	-5%
Cn1c(=O)c2c(-c3ccc(C(C)(C)C)cc3)n(N3CCOCC3)cc2n(C)c1=O	0.8%	-18%	-3%	0.8%	0%	9%	-1.0%	7%	9%
O=[N+]([O-])C(=C1SCCS1)C(=C(Cl)Cl)N1CCCCC1	-1.1%	-6%	22%	12%	5%	-7%	0.4%	9%	-3%
O=C(c1ccccc1)N1CCN(C(=O)N2CCOCC2)CC1	0.0%	8%	4%	1.7%	7%	-7%	0.1%	1%	-4%
O=C(COc1ccccc1[N+](=O)[O-])c1ccccc1	0.0%	-14%	-14%	3.2%	25%	12%	-3.0%	14%	0%
Cc1cccc(OCC(=O)Nc2ccccc2C(=O)N2CCOCC2)c1	0.9%	13%	-6%	0.9%	8%	-4%	0.0%	7%	1%
CC(CN1C(C)CCCC1C)OC(=O)c1ccccc1Cl (configuration not stated)	0.7%	13%	4%	1.3%	-1%	1%	-0.5%	0%	2%
CCCCOP(=O)(c1ccc(N(C)C)cc1)C(O)c1ccncc1 (configuration not stated)	1.6%	10%	24%	1.9%	9%	-5%	3.5%	6%	3%
Cc1nn(CC(=O)N2CCOCC2)c(=O)c2nn(-c3ccccc3)c(C)c12	0.1%	1%	-9%	-0.5%	1%	-6%	0.7%	1%	4%
COc1ccc(C(C(=O)NC2CCCC2)N(Cc2ccco2)C(=O)c2snc(C(N)=O)c2N)cc1OC (configuration not stated)	2.9%	11%	-1%	0.7%	1%	-12%	-0.2%	4%	-3%
Cc1onc(-c2c(Cl)cccc2Cl)c1C(=O)NC1C(=O)N2C1SC(C)(C)C2C(=O)O (configuration not stated)	0.2%	11%	-17%	1.4%	10%	-1%	7.6%	4%	-4%
Cc1ccc(NC(=O)CN(C)C(=O)COC(=O)CCS(=O)(=O)c2ccc(C)cc2)cc1	1.6%[50 µM]	10%	-10%	0.5%	11%	-1%	-0.9%	7%	2%
COc1cc(/C=N/NC(=O)c2cc(-c3ccccc3OC(C)C)nc3ccccc23)ccc1O	4.8%	15%	-3%	50%	13%	-3%	1.9%	39%	10%
